# Source: PubChem BioAssay (several laboratories)
# MBD2 DNA inh – blocks human MBD2 binding to methylated DNA; Q9UBB5; TR-FRET, MBD2 binding to methylated oligonucleotide; inhibition, % at 4.4 µM; 370,000 tested, 0.31% active; in the data active means inhibition above about 13%
# Target sequence (Q9UBB5 whole entry, looked up): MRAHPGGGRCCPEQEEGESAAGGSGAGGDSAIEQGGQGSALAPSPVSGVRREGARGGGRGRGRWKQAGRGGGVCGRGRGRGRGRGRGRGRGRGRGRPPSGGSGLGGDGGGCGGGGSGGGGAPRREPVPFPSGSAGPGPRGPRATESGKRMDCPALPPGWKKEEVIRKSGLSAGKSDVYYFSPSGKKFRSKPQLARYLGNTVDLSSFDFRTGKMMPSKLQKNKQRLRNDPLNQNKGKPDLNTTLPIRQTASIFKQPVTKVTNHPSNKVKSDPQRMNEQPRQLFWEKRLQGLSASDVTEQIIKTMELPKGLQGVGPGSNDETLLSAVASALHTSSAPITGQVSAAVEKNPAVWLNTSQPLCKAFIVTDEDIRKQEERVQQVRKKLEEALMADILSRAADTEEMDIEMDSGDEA
# ADAM17 inh – ADAM17 inhibition, QFRET primary screen; recombinant ADAM17, EDANS/DABCYL FRET peptide cleavage; inhibition, % at 6.95 µM; 370,000 tested, 0.83% active; AID 720648;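 active means inhibition above the mean of compounds lying between control limits plus 3 SD, set per campaign, cut at about 8.5% in these data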;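 further: 0% = DMSO-only wells as the low control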
# NR1D1 modulator – modulates human Rev-erb alpha binding to DNA; Rev-erbα–FITC-DNA binding, fluorescence polarization, 90 min; activity, % at 10 µM; 370,000 tested, 0.79% active;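 active means activity above about 14%, limit read from the data; passing the limit was not always enough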;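 further: 0% = DMSO wells with 35 nM protein and 100% = DMSO wells with 750 nM protein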
# PLC-gamma1 inh – PLC-gamma1 (human) inhibition, primary screen; P19174; purified PLC-gamma1, fluorogenic substrate, fluorescence; inhibition, % at 12.2 µM; 370,000 tested, 0.84% active; in the data active means inhibition above about 9.5%
# PLCb3 inh – PLC-beta3 (human) inhibition, primary screen; Q01970; 370,000 tested, 0.18% active; inhibition, % at 12.2 µM; Purified PLC-beta3, fluorogenic substrate, fluorescence; in the data active means inhibition above about 11%;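 further: 0% = median of compound wells on plate and 100% = full blocker control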
# DAX1 inh-1 – DAX1 (NR0B1) inhibition, primary screen; HEK293T StAR-luciferase reporter, SF-1/DAX-1 repression relief; inhibition, % at 6.8 µM; 370,000 tested, 1.1% active; AID 652010;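 active means inhibition above the mean over all tested compounds plus 3 SD, cut at about 3.6% in these data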;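 further: 0% = DAX-1 cells with DMSO and 100% = cells lacking DAX-1 with DMSO; higher inhibition means more luminescence from relief of DAX-1 repression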
# hgDAF12 agonist – agonists of H. glycines DAF-12 nuclear receptor | activation, % at 6.8 µM | AID 687014 | 370,000 tested, 1.8% active | HEK293 GAL4-hgDAF12 UAS-luciferase reporter, agonist luminescence; normalized to butyrate control;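 active means activation above a cutoff set at the mean of all screened compounds plus 3 SD, cut at about 10% in these data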;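 further: 0% = DMSO wells and 100% = sodium butyrate wells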
# ssDAF-12 act – S. stercoralis DAF-12 activation, primary screen; AID 652126; activation, % at 6.8 µM; 370,000 tested, 1% active; HEK293 ssDAF-12/GRIP1 lit1-tk-luc reporter, luminescence; % of 3 µM dafachronic acid response;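 active means activation above the mean over all tested compounds plus 3 SD, cut at about 0.9% in these data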;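 further: 0% = DMSO-only wells and 100% = 3 µM delta7-dafachronic acid wells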
# DAX1 inh-2 – NR0B1 (DAX1) inhibition. P51843. HEK293 Gal4-DAX1 luciferase reporter, luminescence. inhibition, % at 6.75 µM. 340,000 tested, 0.99% active. AID 504766;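 active means inhibition above the mean over all tested compounds plus 3 SD, cut at about 4.2% in these data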;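 further: 0% = DAX1-transfected cells with DMSO and 100% = empty-vector control cells with DMSO; inhibition shows as a rise in luminescence from relieved DAX1 repression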
# Target sequence (P51843 207-470 limits assumed): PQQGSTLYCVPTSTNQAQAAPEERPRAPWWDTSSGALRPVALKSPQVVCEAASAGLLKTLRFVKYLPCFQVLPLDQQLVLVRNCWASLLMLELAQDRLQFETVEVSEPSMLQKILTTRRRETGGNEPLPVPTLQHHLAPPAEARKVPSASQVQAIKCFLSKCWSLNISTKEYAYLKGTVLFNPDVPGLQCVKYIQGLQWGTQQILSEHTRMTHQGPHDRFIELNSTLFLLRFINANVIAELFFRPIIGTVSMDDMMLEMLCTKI
# hcDAF12 agonist – activators of H. contortus DAF-12 nuclear receptor | HEK293 hcDAF-12 lit1-tk-luc reporter, luminescence; 0% DMSO, 100% Δ7-dafachronic acid | activation, % at 6.8 µM | 370,000 tested, 1.4% active | AID 652067;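 active means activation above the mean of all tested compounds plus 3 SD, cut at about 5.5% in these data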;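 further: 100% = response to 3 µM Δ7-dafachronic acid high control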
# SMARCA2 activ – activators of SMARCA2 function; MG213 cells, MMTV-luciferase reporter, dexamethasone, overnight; activation, % at 9.1 µM; 370,000 tested, 1% active; AID 652017; in the data active means activation above about 7.8%;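 further: 0% = vehicle wells and 100% = reference activator wells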
# * = called active by the depositor; i = inactive; nt = no result given.
No.	SMILES	MBD2 DNA inh	ADAM17 inh	NR1D1 modulator	PLC-gamma1 inh	PLCb3 inh	DAX1 inh-1
1	Cc1ccsc1CN(C)C(=O)CN1C(=O)NC2(CCCc3ccccc32)C1=O (stereo not drawn)	-6	2	0	7	-7	-0.6
2	CC(Sc1nnc(C(F)(F)F)n1C)C(=O)NC(N)=O (stereo not drawn)	0	-1	-1	5	2	0.0
3	O=C(NN1C(=O)c2ccccc2NC1c1ccccn1)c1ccccc1 (stereo not drawn)	2	-64	2	-93	-89	0.7
4	CCOc1ccccc1NC(=O)CN1C(=O)COc2ccc(Cl)cc21	-3	3	-2	-1	4	-1.2
5	COc1cccc(C2CC(C(F)(F)F)n3ncc(C(=O)NC(C)(C)C)c3N2)c1 (stereo not drawn)	-1	-5	-5	-1	0	0.4
6	COCC(=O)Nc1ccccc1Br	1	-1	-2	1	0	-0.2
7	CC(C)NC(=O)c1cc(C2CCCCN2C(=O)c2cc(C(C)(C)C)nn2C)on1 (stereo not drawn)	-7	1	2	2	-3	-1.2
8	CCc1ccc(NC(=O)C2CCCN2S(=O)(=O)c2ccc3c(c2)C(C)(C)C(=O)N3C)cc1 (stereo not drawn)	0	-2	6	0	-5	-3.0
9	O=C(NCC(c1ccco1)N1CCCC1)c1cccc(S(=O)(=O)Nc2ccc(Br)cc2)c1 (stereo not drawn)	2	-5	-3	-13	-19	-0.5
10	Cn1nnc(NC(=O)c2ccc3ccccc3c2)n1	-3	-7	-4	-3	0	-0.2
11	Cc1ccc(S(=O)(=O)N(C(=O)c2ccncc2)c2ccc(OC(=O)c3ccncc3)c3ccccc23)cc1	-6	8.9*	0	-1	-3	-1.4
12	Cc1ccc(OCC(=O)N/N=C2/SCC(=O)N2Cc2ccco2)cc1	2	-4	-4	0	0	0.6

No.	hgDAF12 agonist	ssDAF-12 act	DAX1 inh-2	hcDAF12 agonist	SMARCA2 activ
1	-1.5	-1.0	-0.2	-0.3	-2
2	0.0	-0.1	1.6	-1.8	-3
3	1.4	-0.8	2.4	2.1	-1
4	-2.3	-1.6	3.1	-1.2	1
5	0.1	-1.2	-1.3	-0.2	-2
6	-1.5	0.3	-0.7	-0.1	-2
7	-3.5	-2.1	nt	-1.4	1
8	-1.6	-1.4	-1.8	-4.2	-1
9	-1.3	-0.6	0.0	0.7	-1
10	5.0	-1.1	0.9	0.5	4
11	1.8	-0.3	-1.1	1.1	-4
12	-0.5	-0.9	6.9*	-1.5	-3

# Single records, as listed above. Order of screens: MBD2 DNA inh	ADAM17 inh	NR1D1 modulator	PLC-gamma1 inh	PLCb3 inh	DAX1 inh-1	hgDAF12 agonist	ssDAF-12 act	DAX1 inh-2	hcDAF12 agonist	SMARCA2 activ
# Shown for O=C(NN1C(=O)c2ccccc2NC1c1ccccn1)c1ccccc1 (stereo not drawn) → 2	-64	2	-93	-89	0.7	1.4	-0.8	2.4	2.1	-1
# Shown for Cc1ccc(OCC(=O)N/N=C2/SCC(=O)N2Cc2ccco2)cc1 → 2	-4	-4	0	0	0.6	-0.5	-0.9	6.9*	-1.5	-3

# Going on with the list.
No.	SMILES	MBD2 DNA inh	ADAM17 inh	NR1D1 modulator	PLC-gamma1 inh	PLCb3 inh	DAX1 inh-1
13	CCOC(=O)c1c(-n2cnnn2)sc2c1CCCC2	1	-10	-3	-6	-17	-0.5
14	O=C(Nc1ccc2c(c1)OCO2)c1cnn2cccnc12	-5	-5	1	1	0	3.3
15	Cc1ccc(C(=O)NN2C(=O)CSC2=S)cc1	-7	2	1	-18	-14	0.7
16	CC(NC(=O)C(=O)NN=C1CCCC1)c1ccccc1 (stereo not drawn)	1	0	0	1	-5	-0.2
17	Cc1ccc2cc(NC(=O)c3ccc(C(C)(C)C)cc3)ccc2n1	-7	-1	-7	-3	-8	-0.8
18	Nc1cc2sc(-c3ccc(C(=O)O)cc3)nc2cc1Cl	-3	i	-9	i	i	3.1
19	O=C(/C=C/c1cccs1)NC(=S)Nc1ccc(C(=O)O)cc1	3	-5	-2	-1	-12	0.7
20	CS(=O)(=O)Nc1ccc(C(=O)NCCc2ccccc2)cc1	-5	-4	-4	1	1	0.7
21	COc1ccccc1OCC(=O)NNC(=O)c1ccoc1C	0	0	1	-1	4	0.0
22	C[C@@H]1CN([C@@H](C)CO)C(=O)CCCn2cc(nn2)CO[C@H]1CN(C)S(=O)(=O)c1cccc(C#N)c1	4	-2	-3	4	2	0.5
23	COc1ccc(S(=O)(=O)NNc2nc(C)cc(C)n2)cc1Br	-5	-1	5	1	1	0.3
24	O=S(=O)(Nc1ccc2ccccc2n1)c1ccccc1Cl	-7	-58	1	-25	-51	0.0

No.	hgDAF12 agonist	ssDAF-12 act	DAX1 inh-2	hcDAF12 agonist	SMARCA2 activ
13	-1.2	-0.8	0.8	-0.2	-4
14	10.0	-1.2	1.9	5.7*	6
15	4.8	-1.1	2.3	2.5	-2
16	-0.6	-2.0	-0.1	-1.2	-3
17	-2.3	-1.4	-1.6	-1.5	2
18	7.8	-0.6	-0.9	3.8	2
19	0.7	-1.0	-1.2	-1.3	-5
20	11*	-0.3	2.1	3.3	4
21	0.1	-0.7	0.4	-1.1	-3
22	0.1	-0.9	-0.1	0.6	2
23	2.7	-0.8	0.1	0.4	2
24	1.2	-0.8	0.4	-1.2	1

# Next section.
No.	SMILES	MBD2 DNA inh	ADAM17 inh	NR1D1 modulator	PLC-gamma1 inh	PLCb3 inh	DAX1 inh-1
25	C/C(=N\NC(=O)Cc1ccccc1)c1ccc(Cl)s1	2	-1	-4	-3	-12	0.6
26	COc1ccccc1/C=C(/CC(=O)NCc1ccc(F)cc1)c1nc2ccccc2s1	-3	5	-1	-17	-29	-0.5
27	CCN(CC)c1ccc(CN2CCCCCC2)cc1	-4	-1	1	0	1	-0.1
28	O=C(NCCS(=O)(=O)c1ccc(Br)cc1)c1ccc(Cl)cc1Cl	1	5	3	7	0	0.2
29	O=C(OCC(=O)c1c[nH]c2ccccc12)c1cc(Br)ccc1O	-3	-5	42*	-11	-16	0.8
30	C=CCN(Cc1ccc(Br)s1)C(=O)c1ccc(OCc2c(C)noc2C)cc1	2	6	-1	3	5	-0.5
31	Cc1ccc(C(=O)/C=C\C(=O)c2ccc(C)cc2)cc1	3	-5	5	3	-2	-1.8
32	CSc1ncc(C(=O)Nc2ccc(Br)cn2)c(C)n1	-1	1	-1	2	-8	0.3
33	CC1CCCC/C1=N\NS(=O)(=O)c1ccc(Br)cc1 (stereo not drawn)	-2	1	-4	2	4	0.1
34	COc1ccc(C(=O)N/N=C/c2ccc(OC(=O)c3cccs3)cc2)cc1	-6	4	-1	7	10	0.0
35	COc1cc(C#Cc2c(-c3cncn3C)n(C)c3ccc(-c4cnc(OC)nc4)cc23)cc(OC)c1	0	-18	-3	-22	-34	-1.1
36	OCC[C@@H]1C[C@@H](O)[C@H](O)[C@@]2(OCCc3ccccc32)O1	-1	-5	-3	1	3	0.1

No.	hgDAF12 agonist	ssDAF-12 act	DAX1 inh-2	hcDAF12 agonist	SMARCA2 activ
25	0.2	-0.2	-0.3	0.6	1
26	0.6	-0.5	-0.9	0.9	1
27	1.1	-0.6	-0.4	-0.8	0
28	0.8	-0.4	0.1	-0.8	-1
29	3.7	-0.4	0.0	2.4	-2
30	-3.0	-1.5	-0.2	-2.6	-4
31	-4.5	-1.5	-0.1	-1.5	2
32	0.2	-1.2	-0.2	-0.7	-1
33	-0.1	-1.1	0.3	-0.8	2
34	2.0	0.5	-0.2	2.5	-3
35	-1.9	-2.0	-1.1	-4.0	2
36	-0.6	-0.1	0.1	4.3	-1

# Going on with the list:
No.	SMILES	MBD2 DNA inh	ADAM17 inh	NR1D1 modulator	PLC-gamma1 inh	PLCb3 inh	DAX1 inh-1
37	CCn1nc(-c2ccccc2)c2nc3ccccc3nc21	0	-4	5	-172	-252	1.8
38	O=S(=O)(c1ccc(NC(=S)N/N=C/c2ccc(Oc3ccccc3)cc2)cc1)N1CCOCC1	4	-1	9	-4	-3	-0.6
39	CC(C)c1nc2c(s1)CCc1onc(-c3cccc([N+](=O)[O-])c3)c1-2	0	-2	2	0	-2	0.3
40	O=C(Nc1cccc(C(F)(F)F)c1)Nn1cnnc1	2	-3	-10	0	-6	1.2
41	CCN(CC(=O)NCc1ccc(F)cc1)C(=O)C1CCN(C(=O)Nc2ccccc2)CC1	-2	1	0	1	2	1.3
42	O=C(Nc1ccc(F)cc1)Nc1nnc(-c2ccncc2)s1	1	-1	-6	5	0	-0.1
43	CCOC(=O)N1CCC(N2Cc3cccc(C(=O)NCc4ccccn4)c3C2=O)CC1	-8	0	-3	3	3	-0.2
44	COc1ccc(Nc2nc(N)c([N+](=O)[O-])c(N3CCN(C)CC3)n2)cc1	-2	0	-2	5	-1	-0.3
45	N#CC(c1ccc(Cl)cc1)(c1ncc(C(F)(F)F)cc1Cl)N1CCOCC1 (stereo not drawn)	0	-5	-3	1	3	0.0
46	O=[N+]([O-])c1cccc(OCCN2CCC(Cc3ccccc3)CC2)c1	2	-1	-6	3	-4	0.1
47	COC(=O)C1C(O)=C(C=NCC(C)N=CC2=C(O)C(C(=O)OC)C(C)(C)CC2=O)C(=O)CC1(C)C (stereo not drawn)	5	-1	-2	1	0	0.6
48	COC(=O)C1=CN(C)C=C(C(=O)OC)C1c1ccsc1	4	i	-2	i	i	-0.1

No.	hgDAF12 agonist	ssDAF-12 act	DAX1 inh-2	hcDAF12 agonist	SMARCA2 activ
37	-0.1	-0.4	-0.7	-0.9	1
38	-0.1	-1.6	0.7	-1.5	2
39	0.0	-1.4	0.6	-1.1	-1
40	-4.1	-1.3	-0.1	0.0	-1
41	2.6	-1.3	0.0	0.1	-2
42	2.2	-1.4	-0.5	2.1	-3
43	4.7	-0.7	-0.9	-1.3	4
44	0.4	-1.3	1.7	-0.8	4
45	0.4	-2.3	0.8	-0.9	-1
46	-1.3	-1.5	5.8*	0.4	-1
47	-1.0	-1.2	0.1	-0.6	-1
48	0.5	-1.1	0.5	-1.5	0

# Among those listed so far, seven have an aryl methoxy group.
No.	SMILES	MBD2 DNA inh	ADAM17 inh	NR1D1 modulator	PLC-gamma1 inh	PLCb3 inh	DAX1 inh-1
5	COc1cccc(C2CC(C(F)(F)F)n3ncc(C(=O)NC(C)(C)C)c3N2)c1 (stereo not drawn)	-1	-5	-5	-1	0	0.4
21	COc1ccccc1OCC(=O)NNC(=O)c1ccoc1C	0	0	1	-1	4	0.0
23	COc1ccc(S(=O)(=O)NNc2nc(C)cc(C)n2)cc1Br	-5	-1	5	1	1	0.3
26	COc1ccccc1/C=C(/CC(=O)NCc1ccc(F)cc1)c1nc2ccccc2s1	-3	5	-1	-17	-29	-0.5
34	COc1ccc(C(=O)N/N=C/c2ccc(OC(=O)c3cccs3)cc2)cc1	-6	4	-1	7	10	0.0
35	COc1cc(C#Cc2c(-c3cncn3C)n(C)c3ccc(-c4cnc(OC)nc4)cc23)cc(OC)c1	0	-18	-3	-22	-34	-1.1
44	COc1ccc(Nc2nc(N)c([N+](=O)[O-])c(N3CCN(C)CC3)n2)cc1	-2	0	-2	5	-1	-0.3

No.	hgDAF12 agonist	ssDAF-12 act	DAX1 inh-2	hcDAF12 agonist	SMARCA2 activ
5	0.1	-1.2	-1.3	-0.2	-2
21	0.1	-0.7	0.4	-1.1	-3
23	2.7	-0.8	0.1	0.4	2
26	0.6	-0.5	-0.9	0.9	1
34	2.0	0.5	-0.2	2.5	-3
35	-1.9	-2.0	-1.1	-4.0	2
44	0.4	-1.3	1.7	-0.8	4
